# Assay outcomes: PubChem BioAssay, several laboratories
# ANO1 activ – TMEM16A chloride channel activators or potentiators, primary screen, cell-based, HTS. Anoctamin-1 (Mus musculus), Q8BHY3. HEK293 TMEM16A/YFP-H148Q/I152L, iodide quench fluorescence; stronger effect = lower value. B-score at 10 µM. 0.3% of 340,000 active. AID 623877, 2012;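 active = fluorescence-ratio B-score plate-corrected deviation score at least 3 library SD below zero, with starting fluorescence score within 5 deviations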;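 note: channel opened by trigger with iodide after compound preincubation; score built on the fluorescence ratio of max minus min over baseline; more negative score means more quench and so TMEM16A activation or potentiation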
# TRPC6 activator – mouse TRPC6 channel activators, primary screen, cell-based, HEK293, membrane potential dye; 0.13% of 310,000 active; HEK293-TRPC6 membrane potential dye fluorescence; stronger effect = higher value; B-score at 10 µM; AID 2550, 2010;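 active = B-score of the integrated fluorescence ratio above library mean plus 3 SD, and starting fluorescence ratio within library mean plus 5 SD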;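 note: higher score means more depolarization so channel activation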
# Target sequence (Q61143 whole entry, looked up): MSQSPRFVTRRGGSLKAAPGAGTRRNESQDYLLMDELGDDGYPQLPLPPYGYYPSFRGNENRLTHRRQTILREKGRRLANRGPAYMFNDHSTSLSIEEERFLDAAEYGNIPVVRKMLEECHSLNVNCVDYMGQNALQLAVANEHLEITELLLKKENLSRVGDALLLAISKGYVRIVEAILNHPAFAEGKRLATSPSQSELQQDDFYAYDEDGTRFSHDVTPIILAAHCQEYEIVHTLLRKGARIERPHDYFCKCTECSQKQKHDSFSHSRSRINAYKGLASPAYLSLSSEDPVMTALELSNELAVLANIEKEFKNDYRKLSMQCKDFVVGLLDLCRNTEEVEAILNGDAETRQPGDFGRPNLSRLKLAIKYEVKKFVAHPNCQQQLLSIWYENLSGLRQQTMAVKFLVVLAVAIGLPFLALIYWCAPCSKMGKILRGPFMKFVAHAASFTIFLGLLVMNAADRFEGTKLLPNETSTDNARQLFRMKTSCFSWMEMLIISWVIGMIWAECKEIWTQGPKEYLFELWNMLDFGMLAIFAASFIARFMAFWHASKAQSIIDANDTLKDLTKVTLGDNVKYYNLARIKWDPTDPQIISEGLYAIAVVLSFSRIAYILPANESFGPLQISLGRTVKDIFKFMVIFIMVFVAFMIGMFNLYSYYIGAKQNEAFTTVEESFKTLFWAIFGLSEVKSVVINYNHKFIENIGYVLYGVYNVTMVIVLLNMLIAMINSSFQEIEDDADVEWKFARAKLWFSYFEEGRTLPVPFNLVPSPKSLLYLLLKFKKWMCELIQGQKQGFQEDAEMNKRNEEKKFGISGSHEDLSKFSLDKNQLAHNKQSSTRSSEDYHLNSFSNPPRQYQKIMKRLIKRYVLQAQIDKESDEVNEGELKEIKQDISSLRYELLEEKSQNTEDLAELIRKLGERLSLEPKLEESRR
# TRPC4 agonist – activators of mouse TRPC4 channel, primary screen, Fluo4 calcium, HEK293 TRPC4beta/mu-opioid cells | Short transient receptor potential channel 4 (Mus musculus), Q9QUQ5 | Fluo4 calcium fluorescence; stronger effect = higher value | B-score at 10 µM | 0.49% of 310,000 active | AID 2237, 2010;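 active = B-score above 5 SD of library B-scores, and initial fluorescence ratio not above library mean plus 5 SD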;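 note: positive B-score marks a calcium rise read as TRPC4 activation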
#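 Technique: kinetic Fluo4 calcium fluorescence; Test system: TRPC4beta and mu-opioid receptor HEK293 stable cells; Measure: B-scored integrated calcium fluorescence ratio; Benchmarks: low control buffer alone, high control maximal DAMGO; Schedule: 45 min room-temperature Fluo4 loading, 110 s read.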
# MrgX1 agonist – agonists of human MrgX1 receptor, primary screen, HEK293 cells, Fluo-4 calcium flux; Mas-related G-protein coupled receptor member X1 (Homo sapiens), Q96LB2; Fluo-4 calcium fluorescence, agonist mode; stronger effect = higher value; B-score at 10 µM; 0.44% of 310,000 active; AID 588627, 2011;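 active = calcium response B-score plate-corrected fluorescence ratio at least 3 library SD, with starting fluorescence B-score inside 5 SD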
#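 Material – MrgX1-expressing HEK293 cells · Input – 15,000 cells seeded per well · Dosing – compound as first of three additions · Times – overnight seeding, then 1 h dark dye loading · Measured by – kinetic Fluo-4 NW fluorescence of intracellular calcium · Read-out – B-scored fluorescence response ratio · Benchmarks – positive and negative control wells on each plate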
# TMEM16A inh – TMEM16A chloride channel inhibitors, primary screen, cell-based, HTS | normalized B-score (activity score, 25-100; higher = stronger inhibition) at 10 µM | Anoctamin-1 (Mus musculus), Q8BHY3 | 1.2% of 310,000 active | HEK293 TMEM16A/YFP iodide influx fluorescence, ionomycin;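 active = ratio plate-corrected score three or more library SD toward inhibition, starting fluorescence score within five deviations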;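 note: score derived from kinetic fluorescence span divided by baseline fluorescence per well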
# TRPC6 inh – mouse TRPC6 channel inhibitors, primary screen, cell-based, HEK293, membrane potential dye. 1.1% of 310,000 active. Short transient receptor potential channel 6 (Mus musculus), Q61143. ACh-evoked depolarization; stronger effect = lower value. B-score at 10 µM;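 active = B-score under library mean minus 3 SD, initial fluorescence not abnormally high, positive integrated signal ratio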;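 note: B-score derived from integrated fluorescence ratio over the kinetic read; more negative B-score means stronger inhibition of depolarization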
# TRPC4 PAM – positive allosteric modulators of TRPC4, primary screen, cell-based, mouse TRPC4beta, HEK293 mu-opioid, Fluo-4 calcium. DAMGO EC20, Fluo-4 Ca2+ flux; stronger effect = higher value. B-score at 10 µM. 0.42% of 310,000 active;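 active = B-score of calcium response area above 5 SD of library B-scores, with initial fluorescence ratio within 5 SD of library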;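 note: B-score of integrated fluorescence ratio over time as area under calcium response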
# MrgX1 PAM – positive allosteric modulators of MrgX1, primary screen, HEK293 cells, Fluo-4 calcium flux; Mas-related G-protein coupled receptor member X1 (Homo sapiens), Q96LB2; FDSS; stronger effect = higher value; B-score at 10 µM; 0.63% of 310,000 active;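 active = plate-corrected calcium response at least 3 library SD above typical, normal starting fluorescence, not activating the receptor alone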;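 note: compound read alongside a low EC10 to EC30 dose of BAM8-22 agonist; peak minus trough fluorescence over baseline measured at the second addition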
# MrgX1 antag – antagonists of human MrgX1 receptor, primary screen, HEK293 cells, Fluo-4 calcium flux; Mas-related G-protein coupled receptor member X1 (Homo sapiens), Q96LB2; BAM8-22 antagonism; stronger effect = lower value; B-score at 10 µM; 1.3% of 310,000 active;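 active = calcium-response B-score plate-corrected more than 3 library SD below zero, starting fluorescence within 5 deviations, no agonist response on first addition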;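 note: peak minus trough fluorescence over baseline after final BAM8-22 challenge near maximal dose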
# SKKanGAS inh – S. pyogenes SKKanGAS growth inhibitors in kanamycin, primary screen, streptokinase expression inhibitor project, SKKanGAS strain, BacTiter-Glo luminescence | 6 h | inhibition, % at 7.5 µM | 1.3% of 300,000 active;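 active = mean replicate score, as percent of positive control median, at least 50; inconclusive = mean below 50 but one replicate at or above 50; inactive = mean and every replicate below 50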;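 note: strain carries kanamycin resistance gene driven by streptokinase promoter and grows in 40 µg/ml kanamycin; loss of luminescence reflects streptokinase promoter inhibition or plain growth inhibition; 0% = median of DMSO wells and 100% = positive control at its reference dose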
# TRPC4 inh – inhibitors of mouse TRPC4 channel, primary screen, Fluo4 calcium, HEK293 TRPC4beta/mu-opioid cells; 0.39% of 300,000 active; Short transient receptor potential channel 4 (Mus musculus), Q9QUQ5; B-score at 10 µM; DAMGO-evoked Fluo4 calcium flux; stronger effect = lower value;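 active = B-score over 3 SD under the library average, no early fluorescence shift, positive overall ratio signal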
#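 Assay system – HEK293 line stably carrying TRPC4beta and mu-opioid receptor · Doses – single dose · Detection – Fluo4 calcium-dye fluorescence, kinetic read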
# An asterisk follows results filed as active; i = inactive; u = inconclusive; x = no result given.
SMILES,ANO1 activ,TRPC6 activator,TRPC4 agonist,MrgX1 agonist,TMEM16A inh,TRPC6 inh,TRPC4 PAM,MrgX1 PAM,MrgX1 antag,SKKanGAS inh,TRPC4 inh
Cc1csc(NC(=O)CCn2c(=O)sc3ccccc32)n1,i,i,i,i,i,i,i,i,i,-8,i
O=C(CCc1ccc(S(=O)(=O)NC2CCCCC2)cc1)NCc1ccccn1,i,i,i,i,i,i,i,i,i,-2,i
CCOC(=O)C1CCN(C(=O)COc2cccc(C)c2)CC1,i,i,i,i,i,i,i,i,i,-1,i
S=c1nc(-c2ccccc2)oc2c1CCCC2,i,i,i,i,i,i,i,i,i,11,i
CCn1c(CNc2ccc(Cl)cc2)nnc1SCCN1CCCCC1,i,i,i,i,i,i,i,i,i,10,i
O=C(CCCn1c(=O)c2sccc2n(Cc2ccc(F)cc2)c1=O)NCc1ccco1,i,i,i,i,i,i,i,i,i,-5,i
CC1SC(=NC(=O)c2ccncc2)NC1=O (configuration not stated),i,i,i,i,i,i,i,i,i,2,i
Cc1ccccc1C(=O)Nc1nnc(CC(=O)N/N=C/c2cn(Cc3ccccc3)c3ccccc23)s1,i,i,i,i,i,i,i,i,i,2,i
CSc1ccc(/C=N/NC(=O)CNc2ccc3ccccc3c2)cc1,i,i,i,i,i,i,i,i,i,14,i
Cc1cc(Nc2cc(F)ccc2C)n2nc(C)nc2n1,i,i,i,i,i,i,i,i,i,-7,i
COc1ccc(CNC(=O)CN(C(=O)c2snc(C(N)=O)c2N)c2ccc(F)cc2)cc1,i,i,i,i,i,i,i,i,i,-2,i
Cc1ccc(SCc2cc(=O)[nH]c(SCC(=O)Nc3cc(Cl)ccc3Cl)n2)cc1,i,i,i,i,i,i,i,i,i,u,i
CCOc1cccc2cc(C(=O)N3CCc4ccccc43)c(=O)oc12,i,i,i,i,i,i,i,i,i,1,i
COC(=O)c1ccc(NS(=O)(=O)NC(=O)c2c[nH]c3ccccc23)cc1,i,i,i,i,i,i,i,i,i,-7,i
CCn1c(=O)c(CCC(=O)N2CCN(c3ccccn3)CC2)c(C)c2c(C)nn(-c3cccc(C)c3)c21,i,i,i,i,i,i,i,i,i,49,i
C#CC(C)(C)NC(=O)c1ccc(-c2ccccc2F)cc1,i,i,i,i,i,i,i,i,i,-3,i
CCCCN1C(=O)C(=O)N(CC(=O)N2N=C3/C(=C/c4ccco4)CCCC3C2c2ccco2)C1=O (configuration not stated),i,i,i,i,i,i,i,i,i,5,i
C[N+]1(CCn2ccc3ccccc32)CCCCC1,i,i,i,i,i,i,i,i,i,2,i
CCOC(=O)Cn1c(=O)cnc2ccccc21,i,i,i,i,i,i,i,i,i,8,i
CN(c1ccccc1)S(=O)(=O)c1ccc(Cl)c(C(=O)NC2=NCCS2)c1,i,i,i,i,i,i,i,i,i,-8,i
COc1ccc(-c2nc3ccc(N4CCCC4)cc3c(=O)[nH]2)cc1OC,i,i,i,i,i,i,i,i,i,1,i
CCCCNC(=O)CSc1cc(=O)n(C)c2ccccc12,i,i,i,i,i,i,i,i,i,0,i
COc1cc(C2NC(=O)C(C#N)=C(Nc3cccc(C)c3)S2)ccc1O (configuration not stated),i,i,i,i,i,i,i,i,i,2,i
CCOc1cc(/C=N/n2cnnc2)ccc1OCC(=O)Nc1ccccc1OC,i,i,i,i,i,i,i,i,i,9,i
CCOC(=O)[C@@H]1[C@H]2COc3cc(OC)ccc3[C@@H]2N2C(=O)N(c3ccc(OC)cc3)C(=O)[C@]12C,i,i,i,i,i,i,i,i,i,-2,i

# Next section:
SMILES,ANO1 activ,TRPC6 activator,TRPC4 agonist,MrgX1 agonist,TMEM16A inh,TRPC6 inh,TRPC4 PAM,MrgX1 PAM,MrgX1 antag,SKKanGAS inh,TRPC4 inh
CCN1C(=O)[C@H]2[C@@H](c3ccc(-c4cc(C(C)=O)cs4)cc3)N3CCCC[C@@]3(C(=O)OC)[C@H]2C1=O,i,x,x,i,i,x,x,i,i,x,x
COc1ccccc1N1CCN(C(=O)CN(CCc2ccccc2)S(C)(=O)=O)CC1,i,i,i,i,i,i,i,i,i,3,i
O=C(Nc1ccc(CN2CCOCC2)cc1)c1cc2ccccn2n1,i,i,i,i,i,i,i,i,-4.9*,0,i
CCOC(=O)c1cc(C)n(Cc2ccc(OCC)c(OC)c2)c1C,i,i,i,i,i,i,i,i,i,-3,i
Cc1ccc2nc(NC(=O)c3ccc(OCC4CCCO4)cc3)sc2c1 (configuration not stated),i,i,i,i,i,i,i,i,i,13,i
CC(=O)Nc1ccc(NC(=O)c2ccc(N(Cc3ccccc3C)S(C)(=O)=O)cc2)cc1,i,i,i,i,i,i,i,i,i,0,i
CCc1ccc(-c2cc(C)no2)cc1S(=O)(=O)Nc1cc(C)ccn1,i,i,i,i,i,i,i,i,i,2,i
O=C(COC(=O)CCC1CCCC1)Nc1nc2c(F)c(F)c(F)cc2s1,i,i,i,i,i,i,i,i,i,-4,i
Cc1cc(C)c2cc(C(c3nnnn3CC3CCCO3)N3CCN4CCCC4C3)c(=O)[nH]c2c1 (configuration not stated),i,i,i,i,i,i,i,i,i,2,i
CCCN1C(=O)c2ccc(C(=O)Nc3nccs3)cc2C1=O,i,i,i,i,i,i,i,i,i,-3,i
COc1cc(C2Nc3cccc4cccc(c34)N2)ccc1O,i,i,i,i,i,i,i,i,i,13,i
CCCC(=O)Nc1ccc2c(c1)nc(CN1CCCCC1)n2C,i,i,i,i,i,i,i,i,i,x,i
CN(C(=O)COC(=O)CNC(=O)CNC(=O)c1ccc(Cl)cc1Cl)c1ccccc1,i,i,i,i,i,i,i,i,i,17,i
CN(CC(=O)Nc1ccc(F)c(F)c1F)C(=O)CCCSc1nc2ccccc2[nH]1,i,i,i,i,i,i,i,i,i,0,i
COC(=O)Nc1cccn(Cc2c(Cl)cccc2Cl)c1=O,i,i,i,i,i,i,i,i,i,4,i
Cc1ccc(NC(=O)C2OCCc3ccccc32)cc1C (configuration not stated),i,i,i,i,i,i,i,i,i,1,i
COc1cc(OC)c(OC)cc1CNCCNC(=O)c1ccco1,i,i,i,i,i,i,i,i,i,1,i
CCSc1ccccc1C(=O)NCc1ccco1,i,i,i,i,i,i,i,i,i,0,i
Cc1cc(C)c(C#N)c(SCc2ccccc2)n1,i,i,i,i,25*,i,i,i,i,22,i
CCOC(=O)C(Cc1ccc(NC(=O)/C(=C\c2ccccc2)NC(=O)c2ccccc2)cc1)N1C(=O)c2ccccc2C1=O (configuration not stated),i,i,i,i,i,i,i,i,i,-10,i
O=C(NCCS(=O)(=O)N1CCN(c2ccccc2)CC1)c1cccc(F)c1,i,i,i,i,i,i,i,i,i,-1,i
Cc1ccc(NC(=O)CNCc2cccs2)cc1Br,i,i,i,i,i,i,i,i,i,3,i
Fc1cccc(CCN2C(=S)NC[C@@H]2CC2CCCCC2)c1,i,i,i,i,i,i,i,i,i,22,i
CCCCN(C(=O)c1ccccc1Br)C1CCS(=O)(=O)C1 (configuration not stated),i,i,i,i,i,i,i,i,i,-6,i
COc1cc([N+](=O)[O-])ccc1NC(=O)C[n+]1cccc(C)c1,i,i,i,i,i,i,i,i,i,1,i

# New compounds follow:
SMILES,ANO1 activ,TRPC6 activator,TRPC4 agonist,MrgX1 agonist,TMEM16A inh,TRPC6 inh,TRPC4 PAM,MrgX1 PAM,MrgX1 antag,SKKanGAS inh,TRPC4 inh
CC(CSc1nnnn1-c1ccccc1)Cn1c(N2CCCC2)nc2c1c(=O)[nH]c(=O)n2C (configuration not stated),i,i,i,i,i,i,i,i,i,-10,i
OC1(c2ccc3c(c2)OCO3)CCN(Cc2ccccn2)CC1,i,i,i,i,i,i,i,i,i,-5,i
O=C(N/N=C/c1ccc([N+](=O)[O-])cc1)c1[nH]ncc1Br,i,i,i,i,i,i,i,i,i,-1,i
CC1CN=C(c2cccn2Cc2ccc(F)cc2Cl)O1 (configuration not stated),i,i,i,i,i,i,i,i,i,16,i
CCOC(=O)c1sc(=S)n(-c2ccc(C)cc2)c1SC,i,i,i,i,i,i,i,i,i,-2,i
O=C(NCC1CCCO1)c1ccccc1S(=O)(=O)c1ccc([N+](=O)[O-])cc1 (configuration not stated),i,i,i,i,i,i,i,i,i,9,i
CCCOc1ccc(C(=O)NCCc2ccccc2)cc1,i,i,i,i,i,i,i,i,i,5,i
Cc1ccc2c(c1)C(O)(CC(=O)/C=C/C=C/c1ccccc1)C(=O)N2 (configuration not stated),i,i,i,i,i,i,i,i,i,-9,i
CCN(CC)S(=O)(=O)c1ccc(N=Nc2c(N)[nH]c(=O)[nH]c2=O)cc1,i,i,i,i,i,i,i,i,i,-6,i
COc1cc(Br)cc(Br)c1OCC(=O)N/N=C/c1c(C)n(C)n(-c2ccccc2)c1=O,i,i,i,i,i,i,i,i,i,x,i
CC(C)CCN(C(=S)Nc1cccc(F)c1)C1CCN(C(C)C)CC1,i,i,i,i,i,i,i,i,i,6,i
CCOCCCNC(=S)Nc1cc(C)cc(C)c1,i,i,i,i,i,i,i,i,i,-4,i
CC(Sc1nnc(Cc2cccs2)n1C1CCCCC1)C(=O)N1CCc2ccccc21 (configuration not stated),i,i,i,i,i,i,i,i,i,3,i
CN(C(=O)COC(=O)CCc1c[nH]c2ccccc12)C(c1ccccc1)c1ccccc1,i,i,i,i,i,i,i,i,i,6,i
COc1ccc(S(=O)(=O)N2CCCC2)cc1NC(=O)c1ccccc1F,i,i,i,i,i,i,i,i,i,-4,i
